L3MBTL1 inh = inhibitors of human L3MBTL1; Q9Y468; AlphaScreen L3MBTL1–H3K9me1 peptide binding; Potency, µM (series often up to 57.1 µM), for the others: top-dose activity, negative = inhibition, usual class: inhibitors; actives 0.66% (n = 230,000); note: % is set by controls: 0 for no effect and ±100 for the full control effect; nearly all actives have a fitted effect of over 60% in size
Target sequence (Q9Y468 whole entry, looked up): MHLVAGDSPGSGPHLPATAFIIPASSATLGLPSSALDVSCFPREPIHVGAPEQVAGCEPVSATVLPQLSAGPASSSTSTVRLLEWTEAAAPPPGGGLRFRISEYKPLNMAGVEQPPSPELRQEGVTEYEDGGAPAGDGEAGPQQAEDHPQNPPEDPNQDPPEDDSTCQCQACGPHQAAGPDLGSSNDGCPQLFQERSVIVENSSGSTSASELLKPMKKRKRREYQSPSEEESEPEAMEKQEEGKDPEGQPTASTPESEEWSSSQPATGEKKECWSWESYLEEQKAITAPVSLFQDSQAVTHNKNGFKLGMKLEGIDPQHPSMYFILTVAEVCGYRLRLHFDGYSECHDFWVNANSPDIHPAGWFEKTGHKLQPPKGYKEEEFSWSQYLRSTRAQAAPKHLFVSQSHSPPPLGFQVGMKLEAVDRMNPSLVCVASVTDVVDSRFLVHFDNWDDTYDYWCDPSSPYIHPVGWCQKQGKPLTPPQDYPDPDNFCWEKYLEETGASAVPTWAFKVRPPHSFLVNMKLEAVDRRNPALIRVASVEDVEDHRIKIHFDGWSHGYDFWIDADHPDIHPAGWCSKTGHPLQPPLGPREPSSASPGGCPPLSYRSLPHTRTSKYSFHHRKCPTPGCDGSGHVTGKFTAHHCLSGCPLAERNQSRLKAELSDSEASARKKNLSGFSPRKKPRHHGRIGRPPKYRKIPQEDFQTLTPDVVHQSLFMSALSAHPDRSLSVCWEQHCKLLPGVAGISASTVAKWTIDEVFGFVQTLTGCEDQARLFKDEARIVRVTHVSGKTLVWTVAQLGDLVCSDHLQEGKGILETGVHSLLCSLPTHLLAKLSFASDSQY
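AlphaScreen assay: L3MBTL1 (50 nM final) was preincubated 30 min at room temperature with biotinylated H3(1-15)K9me1 peptide (75 nM final), then 30 min with library compounds; streptavidin donor and nickel chelate acceptor beads (10 ug/mL final) added, 30 min dark.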
Tau FP inhib = tau fibrillization inhibition (FP); K18 P301L tau heparin fibrillization, Alexa594 FP, 6 h; Potency, µM (top dose mostly 57.7 µM), for the others: top-dose activity, negative = inhibition, most hits filed as inhibitors; actives 0.39% (n = 280,000); AID 1468; note: % is set by controls: 0 for no effect and ±100 for the full control effect; nearly all actives have a fitted effect of over 55% in size
Target sequence (P10636 561-689 P618L limits assumed): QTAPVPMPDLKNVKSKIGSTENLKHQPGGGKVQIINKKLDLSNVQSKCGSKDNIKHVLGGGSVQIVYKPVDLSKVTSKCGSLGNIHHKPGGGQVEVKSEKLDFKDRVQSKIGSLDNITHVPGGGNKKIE
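Human tau K18 […] P301L fragment, 15 uM unlabeled plus 0.24 uM Alexa 594-labeled tau (final), with compound and 20 uM heparin in 100 mM sodium acetate pH 7; 6 hr at 37 C, then Alexa 594 FP read.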
Tau fluor counter = counter-screen for tau fibril formation inhibitors | tau K18 P301L Alexa594 fluorescence, heparin fibrillization | Potency, µM (top dose mostly 57.7 µM), for the others: at the top dose activity change, negative = decrease | actives 0.93% (n = 280,000); note: % is set by controls: 0 for no effect and ±100 for the full control effect; nearly all actives have a fitted effect of over 55% in size
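Human tau K18 P301L (15 uM unlabeled, 0.24 uM Alexa 594-labeled) in 100 mM sodium acetate pH 7 with 20 uM heparin, 6 hr at 37 C. ThT 30 uM added, 1 hr ambient; Alexa 594 FP and total fluorescence read at 555/632 nm.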
Tau ThT inhib = inhibitors of human tau fibril formation, thioflavin T binding | P10636 | recombinant tau K18 P301L (four-repeat tau fragment), heparin-induced fibrillization, ThT fluorescence | Potency, µM (titrated, usually from 57.4 µM), for the others: at the highest dose activity, negative = inhibition, usual class: inhibitors | actives 2.1% (n = 270,000); note: % is set by controls: 0 for no effect and ±100 for the full control effect; nearly all actives have a fitted effect of over 55% in size
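Heparin-induced (20 uM) aggregation of recombinant human K18 P301L tau, 15 uM unlabeled with 0.24 uM labeled, pH 7 acetate buffer, 6 hr at 37 C with compound. Fibrils quantified by 30 uM ThT fluorescence after 1 hr ambient incubation.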
TR SRC2 fluor cs = counter-screen for TRb-SRC2 inhibitors: fluorescence interference; AID 1479; TRb/SRC2 Texas Red total fluorescence interference; Potency, µM (highest dose often 106 µM), without a hit: at the highest dose fluorescence change, negative = quenching; actives 0.29% (n = 280,000); active = well fitted curve in either direction with a large enough effect; inconclusive = small, poorly fitted or top-dose-only effect; note: % is set by controls: 0 for no effect and ±100 for the full control effect
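Human TRb ligand-binding domain at 0.6 uM with 20 nM Texas Red SRC2 peptide in Tris buffer containing 1 uM T3 and 5% DMSO, incubated with compound 5 h at ambient temperature. Total fluorescence (555/632 nm) calculated as parallel + 2 × perpendicular.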
RECQ1 inh = inhibitors of human RECQ1 DNA helicase; P46063; RECQ1 DNA unwinding, red fluorescence kinetic read; Potency, µM (highest dose often 57.3 µM), inactives show top-dose activity, negative = inhibition, actives largely listed as inhibitors; actives 0.54% (n = 240,000); AID 2549;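 note: plate controls were vehicle for no effect and no enzyme for full effect; nearly all actives have a fitted effect of over 30% in size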
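RECQ1T1 50 nM; forked duplex (20 bp + 30-nt ss tails) 200 nM, ATP 2 mM final; pH 8.0, 2 mM MgCl2, 2.5 ug/ml poly(dI-dC); 15 min compound preincubation; discontinuous kinetic read over 2 h at RT.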
HTT ATP protect = protects HTT-Q103 PC12 cells, measured by ATP. AID 1471. Potency, µM (top dose mostly 56.4 µM), without a hit: cytoprotection (ATP increase), actives largely listed as activators. actives 0.14% (n = 230,000). PC12 HTT-Q103 induced, cytoprotection, ATP luminescence, 40 h;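 note: % of control where 0% means no effect; nearly all actives have a fitted effect of over 45% in size; toxic huntingtin expression switched on by the ecdysone agonist tebufenozide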
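Quantitative HTS on tebufenozide-induced (100 nM) PC12 cells expressing HTTQ103 exon 1–GFP; compounds tested as a concentration series; survival measured via cellular ATP.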
TRb SRC2 PPI = TRbeta-SRC2 interaction inhibition | P10828 | AID 1469 | Potency, µM (series often up to 106 µM), without a hit: top-dose activity change, negative = inhibition, most hits filed as inhibitors | TRbeta-SRC2 peptide binding, fluorescence polarization; receptor liganded with 1 µM T3 | actives 0.065% (n = 280,000);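 note: plate controls were bound peptide for no effect and peptide without receptor for full effect; nearly all actives have a fitted effect of over 50% in size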
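Read-out is fluorescence polarization (555 nm excitation, 632 nm emission) of a Texas Red SRC2 coactivator peptide; loss of signal reflects blocked binding to human TRb ligand-binding domain in the presence of 1 uM T3.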
The depositor's hits bear a star; i = inactive; ? = inconclusive; nt = no result given; & = joins results of further samples; [ ] = remark or other dose. Unless noted, calls come from the whole dose curve; as a rule, active = well fitted curve in the direction sought with a large enough effect; inconclusive = small, poorly fitted or top-dose-only effect, or another doubt; inactive = no such curve, though single readings can be large; an effect the other way counts as inactive or inconclusive. Potency is the fitted concentration of half-maximal effect. A portion of the library, so the mix of outcomes need not match the whole.

SMILES | L3MBTL1 inh | Tau FP inhib | Tau fluor counter | Tau ThT inhib | TR SRC2 fluor cs | RECQ1 inh | HTT ATP protect | TRb SRC2 PPI
CCCCNC(=O)C(c1ccc(OCC(=O)OC)c(C(=O)OC)c1)N(CCc1ccccn1)C(=O)CCCCCN1C(=O)NC(c2ccc(-c3ccccc3)cc2)C(C(=O)OCc2ccccc2)=C1C (configuration not stated) | nt | 3% | -1% | -8% | -1% | 0% | -10% | 2%
CCC(=O)n1nc(-c2cccnc2)nc1NCc1ccc(F)cc1 | nt | 1%&-4% | -14%&-11% | -3%&-5% | -1%&-4% | 0% | -8% | -8%&-5%
Cc1c(Cl)cnc(NC(=O)CSc2nnc3ccccn23)c1Cl | nt | 4% | 2% | -9% | 0% | i | 9% | 4%
CNC(=S)N1N=C(c2ccccc2)CC1c1ccc(OC)c(OC)c1 (configuration not stated) | -6% | 5% | -9% | -5% | -2% | -6% | -5%[10 µM] | -5%
CC1(C)CC(=O)C(N=Nc2cc(S(=O)(=O)N3CCOCC3)ccc2Cl)=C(O)C1 | 32µM* | -8% | -18% | -9% | -7% | -9% | 9%[10 µM] | -9%
COc1ccc(CNc2ncnc3c2[nH]c2ccccc23)cc1 | -19% | 0% | 20µM*[quencher] | ? | -1% | -17% | 18%[10 µM] | -7%
Cc1cccc(NC(=O)c2nc[nH]c2C(=O)N[C@@H](C)C(=O)OC(C)(C)C)c1 | nt | ? | -20% | 16% | 0% | -24% | 9%[10 µM] | -4%
CCN1CCN(C(=O)Cn2c(-c3cccs3)cc3cc(Cl)ccc32)CC1 | nt | -8% | -24% | ? | ? | nt | nt | -4%
COc1ccc2c(OC)cc(=O)n(C)c2c1 | 1% | 5% | 2% | -4% | 0% | 3% | nt | -2%
S=c1[nH]nc(Cc2cccs2)n1-c1ccccc1 | 6% | 2% | -3% | -7% | -5% | -2% | -3% | -3%
Cn1c(CNC(=O)c2ccco2)nnc1SCC(=O)Nc1cccc(F)c1 | 11% | -5% | 3% | -1% | -1% | 4% | nt | -6%
CN(CCc1ccccn1)C(=O)CCC1CCCN(C(=O)c2ccccn2)C1 (configuration not stated) | 2% | 11% | -2% | -6% | 1% | 9% | 13%[10 µM] | 1%
Cc1nnc(N2CCC(C(=O)NCCc3ccccc3Cl)CC2)c2nn(-c3ccccc3)c(C)c12 | nt | 4% | 4% | -5% | 1% | nt | nt | -12%
CCOC(=O)c1c(C)n(C)c2ccc(OC)c(NC(=O)CN3CCN(C(=O)c4ccco4)CC3)c12 | -7% | 4% | 0% | -10% | 2% | -9% | -3% | 9%
COc1ccc(Br)cc1CNC(=O)CCCn1c(=O)c2cccn2c2cccnc21 | nt | 10% | -2% | -6% | 0% | nt | nt | 5%

Given as comma-separated lines: entries from further up
mol,L3MBTL1 inh,Tau FP inhib,Tau fluor counter,Tau ThT inhib,TR SRC2 fluor cs,RECQ1 inh,HTT ATP protect,TRb SRC2 PPI
CCN1CCN(C(=O)Cn2c(-c3cccs3)cc3cc(Cl)ccc32)CC1,nt,-8%,-24%,?,?,nt,nt,-4%
COc1ccc2c(OC)cc(=O)n(C)c2c1,1%,5%,2%,-4%,0%,3%,nt,-2%
S=c1[nH]nc(Cc2cccs2)n1-c1ccccc1,6%,2%,-3%,-7%,-5%,-2%,-3%,-3%
Cn1c(CNC(=O)c2ccco2)nnc1SCC(=O)Nc1cccc(F)c1,11%,-5%,3%,-1%,-1%,4%,nt,-6%
CN(CCc1ccccn1)C(=O)CCC1CCCN(C(=O)c2ccccn2)C1 (configuration not stated),2%,11%,-2%,-6%,1%,9%,13%[10 µM],1%
Cc1nnc(N2CCC(C(=O)NCCc3ccccc3Cl)CC2)c2nn(-c3ccccc3)c(C)c12,nt,4%,4%,-5%,1%,nt,nt,-12%
CCOC(=O)c1c(C)n(C)c2ccc(OC)c(NC(=O)CN3CCN(C(=O)c4ccco4)CC3)c12,-7%,4%,0%,-10%,2%,-9%,-3%,9%
COc1ccc(Br)cc1CNC(=O)CCCn1c(=O)c2cccn2c2cccnc21,nt,10%,-2%,-6%,0%,nt,nt,5%

Carrying on.
SMILES | L3MBTL1 inh | Tau FP inhib | Tau fluor counter | Tau ThT inhib | TR SRC2 fluor cs | RECQ1 inh | HTT ATP protect | TRb SRC2 PPI
Cn1c(=O)c2c(nc(CN3CCN(Cc4ccccc4)CC3)n2Cc2cccc(Cl)c2)n(C)c1=O | -10% | 8% | 10% | -8% | 0% | -6% | -8% | -9%
O=C(Nc1ccccc1Cl)N1CCN(C/C=C/c2ccccc2)CC1 | 6% | 1% | 4% | -3% | 1% | i | 31%[10 µM] | 5%
COCCn1c(C)cc(C(=O)COC(=O)c2ccc(N3CCCC3=O)cc2)c1C | -12%[11.4 µM] | 7% | -10% | ? | 1% | -15% | -22%[10 µM] | -5%
O=C(Nc1cccc(NC(=O)c2cccs2)c1)c1ccc2c(c1)OCO2 | -1% | -13% | -25% | ? | -3% | -4% | -47% | 1%
CC1CN(C(=S)SCC(=O)c2ccccc2)CC(C)O1 (configuration not stated) | 10% | -8% | 0% | 4% | -4% | 3% | 5%[10 µM] | 9%
CCC1CCCCN1C(=O)N[C@@H](Cc1ccccc1)C(=O)O (some centres not stated) | 5% | 4% | 3% | -2% | -2% | -6% | 14% | -4%
O=C(CS(=O)(=O)Cc1ccccc1)NCC1CCCO1 (configuration not stated) | -6%[11.4 µM] | 0% | 11% | -2% | -6% | -6% | -17% | 1%
COc1ccc(C2=NO[C@@H]3[C@@H]4C[C@@H]([C@H]5C(=O)N(c6ccc7c(c6)OCO7)C(=O)[C@@H]45)[C@H]23)cc1OC | -7% | 7% | -14% | -15% | -20% | -1% | 19%[10 µM] | -6%
Cc1ccc(C)c(CN2C(=O)c3ccccc3S(=O)c3ccc(C(=O)N4CCCCC4)cc32)c1 (configuration not stated) | nt | -5% | -2% | 3% | 2% | nt | nt | -8%
Cc1ccc(S(=O)(=O)N2CCN(C(=O)CSc3nccn3C)CC2)cc1 | -1% | 10% | 5% | 6% | -1% | -6% | 9%[10 µM] | 1%
Cc1cc(C)cc(NC(=O)CN2CCc3ccccc3C2)c1 | -5% | -1% | -3% | -9% | 0% | -2% | -2% | 7%
CCOC(=O)c1cccc2c(=O)c(C(=O)c3ccc(Cl)cc3)c(C(=O)OC)[nH]c12 | 0% | 1% | -4% | -6% | -3% | 0% | nt | -2%
COC(=O)Cc1ccc(NC(=S)N2CCN(C)CC2)cc1 | 1% | -1% | 5% | 10% | -4% | i | -73%[inhibitor] | -9%
C=CCOC(=O)C(C(C)=O)C(NC(=O)OC)c1cccs1 (configuration not stated) | nt | -9%[11.6 µM] | -10%[11.6 µM] | -11%[11.5 µM] | 2%[11.2 µM] | i[11.5 µM] | ? | 4%[11.2 µM]
CCc1ccc(NC(=O)CCCc2nnc3n(C(C)CC)c(=O)c4sccc4n23)cc1 (configuration not stated) | nt | -5% | -23% | -1% | -1% | nt | nt | 2%
COc1ccc(/C=C/C(=O)c2ccc3c4c(cccc24)CC3)cc1 | -4% | 0% | -13% | ? | 0% | -5% | -22%[10 µM] | 2%
O=C(Cn1c(-c2cccs2)cc2ccccc21)N1CCN(c2ccc(F)cc2)CC1 | nt | -5% | -13% | 0% | 4% | nt | nt | 1%
Cc1ccccc1CNC(=O)CCC(=O)N1CCSc2ccccc21 | nt | 3% | 0% | 0% | 0% | nt | nt | -1%
COCCNC(=O)C(c1ccncc1)N(Cc1ccccc1)C(=O)Cn1nnc2ccccc21 (configuration not stated) | 18% | 0% | 3% | 0% | -1% | i | -25% | -1%
Oc1ccc(Nc2nc3ccccc3n3cnnc23)cc1 | nt | 7% | -23% | ? | -1% | nt | nt | 1%
O=C(CSc1nc2ccccc2[nH]1)N/N=C/C=C\c1ccccc1[N+](=O)[O-] | -15% | 6% | -6% | -2% | 0% | 0% | 6%[10 µM] | 8%
COC(=O)c1cc(OC)c(OC)cc1NC(=O)c1ccc2c(c1)CCN2S(=O)(=O)c1ccccc1 | nt | 3% | -6% | -1% | -1% | nt | nt | 1%
CCC(C)Sc1nc(O)cc(=O)[nH]1 (configuration not stated) | 8% | -3% | -7% | -11% | -1% | i | -10% | -4%
CCn1c2ccccc2c2cc(NC(=O)CNCC3CCCO3)ccc21 (configuration not stated) | -12% | 16% | -21% | ? | -3% | -3% | -71%[inhibitor] | -3%
CCN(CC)CCNC(=O)c1c(O)c2cc(OC)c(OC)cc2[nH]c1=O | 31%[activator] | 7% | -7% | -9% | -1% | 3% | -1%[10 µM] | 3%
COc1ccccc1C(=O)N1CCN=C1SC | nt | 3% | -11% | -12% | -1% | -4% | -6%[0.074 µM] | 0%
COC(=O)c1ccc(NC(=O)CNC(=O)C2CCCCC2)cc1 | 1% | 3% | 4% | 1% | -1% | -7% | -6% | -9%
O=C(CCn1nc(-c2ccccc2)ccc1=O)N1CCOCC1 | 1% | 11% | 2% | 0% | 0% | i | -2% | 4%
S=c1nc(-c2ccccc2)c(-c2ccccc2)n[nH]1 | 4% | -2% | -4% | ? | -2% | -4% | -11%[10 µM] | -8%
CN(C)c1nc(N)nc(Nc2ccccc2C#N)n1 | -1% | -6% | -8% | -16% | -1% | -6% | -5%[10 µM] | -6%
COC(=O)c1ccc(NC(=O)C(=O)NCCc2sc3nc(-c4ccc(OC)cc4)nn3c2C)cc1 | nt | -2% | 5% | ? | 0% | nt | nt | -3%

Assay outcomes: PubChem, National Center for Advancing Translational Sciences (NCATS)
